# TAAR1 agonist – agonists of human TAAR1; 0.99% of 360,000 active; AID 624467; CHO RD-HGA16 TAAR1, Fluo-8 calcium fluorescence; vehicle wells 0%, saturating PEA agonist 100%; activation, % at 3 µM;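 active = activation above the mean activation of all test compounds in the run plus 3 SD, cut at about 38% in these data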
# Target sequence (Q96RJ0 whole entry, looked up): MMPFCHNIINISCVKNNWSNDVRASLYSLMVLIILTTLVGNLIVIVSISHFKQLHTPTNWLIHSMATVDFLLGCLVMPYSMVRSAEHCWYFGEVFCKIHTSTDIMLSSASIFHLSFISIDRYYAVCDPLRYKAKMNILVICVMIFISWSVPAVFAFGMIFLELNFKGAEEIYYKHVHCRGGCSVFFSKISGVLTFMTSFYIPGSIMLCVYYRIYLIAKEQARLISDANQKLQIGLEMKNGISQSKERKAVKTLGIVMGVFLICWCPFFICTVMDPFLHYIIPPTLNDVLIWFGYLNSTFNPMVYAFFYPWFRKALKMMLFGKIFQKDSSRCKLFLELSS
#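 test system = CHO RD-HGA16 cells carrying human TAAR1 plus Gα16 | schedule = 17-24 h seeding, 75 min 37 °C dye, 30 min RT | compound dosing = 3 µM single concentration | control set = DMSO and PEA EC100 | replicates = n 1 | signal = Fluo-8 fluorescence, 5 s baseline then 140 s kinetic read | measure = percent activation vs PEA EC100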
# TAAR1 antagonist – antagonists of human TAAR1. Q96RJ0. inhibition, % at 3 µM. 1.5% of 360,000 active. CHO RD-HGA16 TAAR1, Fluo-8 calcium fluorescence, antagonist;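 active = inhibition above a per-plate cutoff, the mean inhibition of test compounds on that plate plus 3 SD, cut at about 49% in these data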;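 also: 0% = DMSO plus EC80 beta-PEA response and 100% = DMSO alone without agonist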
#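 Test system – hTAAR1-expressing CHO RD-HGA16 cells, Gα16-coupled · Reagent – β-PEA at EC80 concentration, post-compound challenge · Compound dosing – 3 µM, single point · Timing – 140 s kinetic read after compound, 140 s after agonist · Detection – Fluo-8 intracellular calcium dye fluorescence, real-time kinetic reads · Control set – DMSO and EC80 PEA controls · Repeats – n of 1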
# CHO-K1 Ca PAM – nonselective activator or artifact in parental CHO-K1 calcium assay. ATP EC20, Fluo-8 calcium fluorescence; 0% at ATP EC20, 100% at ATP max. activation, % at 3 µM. 0.02% of 360,000 active. AID 602247;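 active = activation above the run cutoff, the mean activation of all test compounds plus 3 SD, cut at about 40% in these data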;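 also: peak over basal fluorescence ratio in a 140 s read after ATP addition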
# CHRM1 antagonist – human CHRM1 antagonism | 1.3% of 360,000 active | P11229 | inhibition, % at 3 µM | CHO-K1 hM1, Fluo-8 calcium fluorescence, ACh EC80 antagonist;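 active = percent inhibition above its own plate's cutoff, namely the mean of that plate's compound wells plus 3 SD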;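 also: peak over basal fluorescence ratio during 140 s after agonist addition; 0% = ACh EC80 plus DMSO and 100% = DMSO alone without agonist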
# Target sequence (P11229 whole entry, looked up): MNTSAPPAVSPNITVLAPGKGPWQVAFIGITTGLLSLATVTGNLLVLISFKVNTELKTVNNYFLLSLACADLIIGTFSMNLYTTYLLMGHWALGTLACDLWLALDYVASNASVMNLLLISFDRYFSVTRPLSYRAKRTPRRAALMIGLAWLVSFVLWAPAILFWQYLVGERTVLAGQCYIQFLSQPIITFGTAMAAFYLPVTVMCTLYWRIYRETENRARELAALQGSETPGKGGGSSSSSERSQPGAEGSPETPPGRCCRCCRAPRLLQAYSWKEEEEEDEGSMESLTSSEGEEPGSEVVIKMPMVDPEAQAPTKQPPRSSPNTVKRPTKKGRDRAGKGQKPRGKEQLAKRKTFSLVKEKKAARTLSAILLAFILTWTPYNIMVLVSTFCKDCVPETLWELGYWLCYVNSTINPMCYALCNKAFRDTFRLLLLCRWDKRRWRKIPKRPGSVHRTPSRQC
# CHRM1 PAM – human CHRM1 positive allosteric modulation | P11229 | CHO-K1 hM1, Fluo-8 calcium fluorescence, ACh EC20; 0% = ACh EC20, 100% = maximal ACh | activation, % at 3 µM | 0.088% of 360,000 active; in the data active = activation above about 19%, passing the limit was not always enough
# CHO parental Ca – counter-screen: ATP calcium response change in parental CHO cells | AID 463079 | parental CHO-K1, ATP-induced calcium, Fluo-8 fluorescence | 0.63% of 330,000 active | inhibition, % at 5.6 µM;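 active = inhibition above that plate's mean sample inhibition plus 3 SD, cut at about 26% in these data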;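 also: 0% = ATP-challenged DMSO wells and 100% = DMSO wells without ATP; some compounds past the cut are filed as inactive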
#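 Assay system: parental CHO cells; Read-out basis: percent inhibition of ATP-evoked calcium rise, normalized to controls; Benchmarks: ATP and no-ATP DMSO wells; Compound dosing: single nominal dose of 5.6 µM per compound; Signal: Fluo-8 calcium dye fluorescence; Also added: ATP as calcium-mobilizing challenge; Repeats: singlicate.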
# M1 ag – human M1 muscarinic receptor agonism; 0.33% of 360,000 active; CHO-K1 hM1, Fluo-8 calcium fluorescence, agonist mode; 0% DMSO, 100% acetylcholine EC100; P11229; activation, % at 3 µM;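 active = activation above the run's mean compound activation plus 3 SD, cut at about 16% in these data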;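 also: peak over basal fluorescence ratio within a 140 s kinetic read after compound addition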
# M1 ag parental – M1 agonist counterscreen hit in parental CHO-K1 cells; Fluo-8 calcium fluorescence; scaled to maximal ATP response, vehicle zero; activation, % at 3 µM; 0.48% of 360,000 active; AID 602248; in the data active = activation above about 15%;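 also: untransfected CHO-K1 host cells lacking M1 receptor as counterscreen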
# CHO-K1 Ca antag – nonselective inhibitor or artifact in parental CHO-K1 cells | ATP-induced calcium, Fluo-8 fluorescence | inhibition, % at 3 µM | 0.6% of 360,000 active | AID 602250;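 active = inhibition above a per-plate cutoff, the plate's mean sample inhibition plus 3 SD, cut at about 24% in these data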;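 also: 0% = DMSO plus EC80 ATP and 100% = DMSO alone without ATP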
# Starred values were filed as active, the others as inactive; . = no result given.
# Every second line gives: TAAR1 agonist, TAAR1 antagonist, CHO-K1 Ca PAM, CHRM1 antagonist, CHRM1 PAM, CHO parental Ca, M1 ag, M1 ag parental, CHO-K1 Ca antag
CC1(C)Cc2cccc(Oc3ccc(S(=O)(=O)N4CCCC4)cn3)c2O1
→ 8, -30, 7, 0, 6, -7, -7, 2.0, -18
CCCCN1C(=O)NC2NC(=O)NC21 (stereo not drawn)
→ 0, 14, 17, -19, 2, -1, -2, 0.5, -4
CCCCc1c(C)c2cc(C)ccc2[nH]c1=O
→ 5, -26, 30, -14, 7, -40, -4, 0.2, -19
CN(C)/C=C1/OC(=O)C(C#N)=C1c1ccc(Cl)cc1
→ 1, -10, 21, -8, 7, 4, -4, 2.3, -5
COc1ccccc1N1CCN(C2CCCN(C(=O)Cn3cccn3)C2)CC1 (stereo not drawn)
→ 0, -22, -10, -2, 1, -13, -4, 0.6, -1
COc1cc(NC(=O)N2CCOCC2)cc(OC)c1
→ 6, -1, 13, -1, 7, -8, -1, 0.4, -10
Cc1cccn2c(=O)nc(SCC(=O)NC3CCCCC3)nc12
→ 2, -17, 6, 3, -1, -3, -3, 0.8, -12
N#Cc1ccc(Oc2ccc(C(F)(F)F)cc2NC(=O)c2ccc(F)cc2)cc1
→ 8, 11, -22, 4, -10, -14, -4, -0.1, 12
COc1ccccc1Oc1nc(-c2cccnc2)nc2ccccc12
→ -2, -18, 19, 9, -7, -11, -7, -0.5, -13
C/C(=N\NC(=O)C1CC1)c1ccc(C)cc1C
→ 4, -7, 15, -17, 8, -10, -3, 0.8, -13
O=C(Cn1nnc(-c2cccc(C(F)(F)F)c2)n1)NC(=O)NCc1ccco1
→ 0, -8, -4, -5, 3, -6, -3, 0.3, 6
CN(CCCNC(=O)c1ccc(CS(=O)c2ccc(Br)cc2)o1)Cc1ccccc1 (stereo not drawn)
→ -1, -21, 0, 22, -12, -28, -6, -0.8, -6
CC(C)CN1CCN(CCCOC(=O)Nc2cccc3ccccc23)CC1C (stereo not drawn)
→ 3, -24, -1, 32*, -22, ., -7, 0.2, 0
COc1ccccc1-c1nn2c(-c3ccco3)nnc2s1
→ 2, 9, 18, -10, 6, -18, -11, 2.5, -21
CN1CCN(C(=O)c2cc(-c3ccco3)on2)CC1
→ 0, 11, 11, -2, 3, -3, -3, -0.4, -13
Cc1ccc2oc(C(=O)NCC3CCOCC3)c(C)c2c1
→ 2, -6, -18, -10, 8, -3, -1, 0.7, 2
COc1ccccc1NC(=O)C(C)OC(=O)Cc1ccsc1 (stereo not drawn)
→ 0, -31, 2, -18, 12, ., -4, 0.7, 1
CCOc1ccc(S(=O)(=O)N2CCCCC2)cc1NC(=O)c1c(CC)noc1C
→ 1, -10, 9, -1, 3, -8, -4, -0.1, 0
C=C(C)Cn1c(-c2ccc(OC)cc2)nc2ccccc21
→ 7, -8, -5, 14, -9, -26, -6, -0.5, 9
Cc1cnc(C(=O)NC2CCSc3ccccc32)cn1 (stereo not drawn)
→ 0, -3, -2, 0, 2, -3, -3, 0.3, 1
O=C(COC(=O)c1ccc[nH]c1=O)NC1CCCCC1
→ 0, 10, -14, -15, 9, 1, -3, 0.3, 5
N/C(=N\OC(=O)CCCCCN1C(=O)c2ccccc2C1=O)c1ccccc1
→ -3, 12, 2, 3, -11, -13, -5, 0.3, -4
CC(NCC(O)COCc1ccc(Cl)cc1)c1ccccc1 (stereo not drawn)
→ 8, -3, 17, -2, 7, -7, -8, 3.3, -4
O=C1CSC(=S)N1N=Cc1cccc(OCc2ccccc2)c1
→ 1, -12, 20, -5, 5, ., -5, 0.7, -12
Cc1cc(NC(=O)CS(=O)(=O)c2cn(C)c3ccccc23)no1
→ 0, -19, 17, -12, 4, -4, -3, -0.2, -1
O=C(Cn1cnc2c(nnn2Cc2ccc(F)cc2)c1=O)Nc1ccccc1
→ 3, -16, 2, -8, 6, -1, 1, 0.1, -8
CC1CCCCN1C(=S)NC(=O)c1cccs1 (stereo not drawn)
→ 0, -8, -8, 10, -2, -15, -5, 0.1, -10
O=C1NC(=Nc2cccc(O)c2)S/C1=C\c1cccnc1
→ 4, -21, 2, 2, -2, -9, -2, 0.5, -5
COc1cc(/C=C/C(=O)OCC(=O)NC2CCCCCCC2)ccc1O
→ -2, 11, 3, -3, 2, -4, -8, 2.5, -25
Cc1nnc(SCCn2c(Br)nc3c2c(=O)n(C)c(=O)n3C)s1
→ 10, 4, 5, 3, 5, -3, -4, 0.4, 0
O=[N+]([O-])c1ccc(NC(c2ccccc2)c2ccc3cccnc3c2O)cc1 (stereo not drawn)
→ 0, -21, 7, -6, 2, ., -2, 3.6, -4
Nc1n[nH]c(N)c1N=Nc1ccc(Cl)cc1
→ 2, -17, 6, 4, -3, -1, -3, -0.1, -4
Cc1cc(C)n2nc(C(=O)NCc3cccc(C(F)(F)F)c3)nc2n1
→ 0, -2, 9, -10, 6, -15, -5, 0.2, -15
COc1ccccc1CNC(=O)COC(=O)c1cc2ccccc2o1
→ 2, -29, 2, -6, -1, -7, 0, 1.5, -6
Cc1cccc(NCc2nc(-c3ccccc3)no2)c1
→ 0, -15, 15, -14, 3, -1, -6, 0.7, -6
Cc1cccc(NC(=S)NC(=O)c2ccc(-c3ccccc3)cc2)n1
→ 0, -18, -11, -1, 2, -4, -2, -0.1, -17
NNC(=O)c1cccc(COc2ccccc2Br)c1
→ 15, 12, 0, 7, -2, -15, -1, -0.2, 3
O=C(O)CC1=C(c2ccc(F)cc2)CCC1=O
→ 1, -26, 6, -3, 4, -9, -6, 1.5, 2
O=C(Nc1ccc(Cl)cc1)N1CCC(c2ccccc2)C1 (stereo not drawn)
→ 1, -3, 1, -2, -3, 12, -1, 4.4, 5
COc1cccc(-c2nnc3sc(-c4ccccc4)nn23)c1
→ 17, 14, 9, -7, 3, -28, -6, 0.8, 5
C[C@H](CO)N1C[C@H](C)[C@@H](CN(C)S(=O)(=O)c2ccc(F)cc2)Oc2ccc(NC(=O)c3ccncc3)cc2C1=O
→ 4, -2, 14, -14, 14, -9, -6, 0.5, -17
CCCCN1C(=O)C(=O)NC[C@@H]1CCCCN
→ 0, 6, -19, -10, 7, 1, -6, -0.3, 6
O=C1CSc2ccccc2N1Cc1ccc(F)cc1
→ 1, 12, 20, 12, -7, -14, -9, -0.5, -16
CCc1ccc(S(=O)(=O)Nc2ccc(O)c3c(=O)cc(-c4ccccc4Cl)oc23)cc1
→ 14, 61*, 16, -12, 4, -18, -3, 0.0, -19
CCCOc1ccc(N2C(=O)CC(NCCNc3ccc([N+](=O)[O-])cn3)C2=O)cc1 (stereo not drawn)
→ 4, 3, 3, -2, 4, -6, -3, -0.4, -4
CC(=O)c1ccc(S(=O)(=O)N2CCC(Oc3ccc(-n4cnnn4)cc3)CC2)cc1
→ 1, -2, 8, -7, 3, -11, -2, 1.6, -12
COc1cccc(-c2csc(NC(C)=O)n2)c1
→ 10, -1, 9, -27, -11, -7, 1, -0.1, -14
Cc1ccccc1OCC(=O)Nc1ccccc1C(=O)NC1CC1
→ 10, 57*, -14, 16, -9, -21, -4, 4.6, 3
COc1cc(OC)c(NC(=O)CCc2nc(-c3ccc(C)cc3)no2)cc1Cl
→ 9, 11, 17, -10, 8, -27, -1, -0.5, -17
CCn1cc(S(=O)(=O)CC(=O)Nc2ccc(C)cc2)c2ccccc21
→ 2, -3, -8, 15, -6, -9, -2, 0.1, 27*

# 2 entries from above, with each value named:
> COc1cccc(-c2csc(NC(C)=O)n2)c1
- TAAR1 agonist: 10
- TAAR1 antagonist: -1
- CHO-K1 Ca PAM: 9
- CHRM1 antagonist: -27
- CHRM1 PAM: -11
- CHO parental Ca: -7
- M1 ag: 1
- M1 ag parental: -0.1
- CHO-K1 Ca antag: -14

> Cc1ccccc1OCC(=O)Nc1ccccc1C(=O)NC1CC1
- TAAR1 agonist: 10
- TAAR1 antagonist: 57*
- CHO-K1 Ca PAM: -14
- CHRM1 antagonist: 16
- CHRM1 PAM: -9
- CHO parental Ca: -21
- M1 ag: -4
- M1 ag parental: 4.6
- CHO-K1 Ca antag: 3

# Further records follow:
# Every second line gives: TAAR1 agonist, TAAR1 antagonist, CHO-K1 Ca PAM, CHRM1 antagonist, CHRM1 PAM, CHO parental Ca, M1 ag, M1 ag parental, CHO-K1 Ca antag
NC(=O)Cc1ccc(C(=O)CSc2nnc(-c3ccncc3)n2C2CC2)s1
→ 1, -4, 27, -12, 13, -10, -4, 1.8, -12
O=C(NCc1ccncc1)c1cccc(NS(=O)(=O)c2ccc(F)c(F)c2)c1
→ -1, -21, 26, -14, 5, -17, -3, 1.2, -19
Cn1nnnc1SCCNC(=O)C1CCC(=O)N(Cc2ccc(Cl)cc2)C1 (stereo not drawn)
→ 3, -1, 8, -9, 16, 5, 2, 1.3, 3
CCc1c(C)sc(NC(NC(C)=O)(C(=O)OC)C(F)(F)F)c1C#N (stereo not drawn)
→ 3, 1, 17, -4, 10, -5, -5, 0.2, -5
Cc1ccc(Nc2nc3ccccc3c(=O)s2)cc1C
→ 3, -20, -1, -1, 3, -7, -6, -0.1, 5
Cc1cc(O)c(/C=N/c2ccccn2)c(=O)o1
→ 3, -9, 14, -6, 5, -5, -3, 0.6, -3
Cc1cc(C)nc(/N=c2/ssnc2Cl)c1
→ 4, 15, 26, -4, 6, -8, -5, 2.0, -19
CC(C)CC(=O)NN1CCCCC1
→ 8, -2, 4, 2, -4, 3, -3, -0.3, 0
O=C(NCCCCCNC(=O)c1ccccn1)c1ccccn1
→ 4, -10, 10, -5, 6, -14, -3, 0.2, -11
CCCCn1c(N)c(N(CC(C)C)C(=O)c2ccc(N(C)S(=O)(=O)c3ccc(C)cc3)cc2)c(=O)[nH]c1=O
→ -1, 1, -5, -8, 2, -8, -3, 0.8, 3

# CHRM1 antagonist, what is marked active above
Compound,TAAR1 antagonist,CHRM1 antagonist,CHRM1 PAM
CC(C)CN1CCN(CCCOC(=O)Nc2cccc3ccccc23)CC1C (stereo not drawn),-24,32*,-22

# Entries of single compounds as entered above. Order of values: TAAR1 agonist	TAAR1 antagonist	CHO-K1 Ca PAM	CHRM1 antagonist	CHRM1 PAM	CHO parental Ca	M1 ag	M1 ag parental	CHO-K1 Ca antag
# O=C(Nc1ccc(Cl)cc1)N1CCC(c2ccccc2)C1 (stereo not drawn) across the screens: 1	-3	1	-2	-3	12	-1	4.4	5
# Cc1ccc(Nc2nc3ccccc3c(=O)s2)cc1C across the screens: 3	-20	-1	-1	3	-7	-6	-0.1	5
# CCc1ccc(S(=O)(=O)Nc2ccc(O)c3c(=O)cc(-c4ccccc4Cl)oc23)cc1 across the screens: 14	61*	16	-12	4	-18	-3	0.0	-19

# Screening results deposited in PubChem BioAssay by The Scripps Research Institute Molecular Screening Center.
